KOR beta-arrestin-1 = kappa opioid receptor activators – cell-based, luminescence, uHTS, primary screen (AID 1777). KOR beta-arrestin recruitment, luminescence; higher % means a stronger effect. one-dose activation, % at 10 µM; EC50 in µM for titrated hits. 280,000 compounds, 0.02% hits; in the data active = activation above about 50%, passing the limit was not always enough; note: a part of the inactive calls stands beside numbers as strong as those of hits
GPR55 LPI antagonism = inhibition of LPI-stimulated GPR55 beta-arrestin translocation – imaging, U2OS, beta-arrestin-GFP, LPI agonist, primary screen (AID 2013); U2OS GPR55 beta-arrestin-GFP translocation imaging, LPI antagonism; higher % means a stronger effect; one-dose inhibition, % at 10 µM; IC50 in µM for titrated hits; 290,000 compounds, 0.13% hits;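 active = spots per cell inhibited over 60%, with over 100 cells counted and total cytoplasm intensity under 500,000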;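 note: U2OS cells stably carrying GPR55 and arrestin-GFP stimulated by 5 µM LPI near EC80; imaged beta-arrestin-GFP aggregate spots per cell after agonist stimulation; plate controls were LPI-stimulated DMSO wells for no effect and DMSO wells without LPI for full effect; some results filed as inactive read as strong as hits; confirmed hits need IC50 under 10 µM and bright autofluorescent wells are also inconclusive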
NOD1 NF-kB reporter = inhibition of NOD1-driven NF-kB reporter – cell-based, luminescence, uHTS, primary screen (AID 1578); NOD1-driven NF-kB luciferase reporter cells, luminescence; higher % means a stronger effect; inhibition, % at 4 µM, or EC50 in µM where a hit was titrated; 290,000 compounds, 1% hits; in the data active = inhibition mostly above about 36%, no sharp cut-off; inactive = mostly below about 34%;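 note: HEK-293T reporter cells stimulated with the NOD1 agonist gamma-tri-DAP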
GPR55 activation = GPR55 agonists via beta-arrestin recruitment, primary screen, imaging, U2OS cells, beta-arrestin-GFP redistribution (AID 1961) | U2OS GPR55 beta-arrestin-GFP redistribution imaging; higher % means a stronger effect | activation, % at 10 µM; hits with a dose series show EC50 in µM | 290,000 compounds, 0.048% hits;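 active = activation above 40% with more than 50 cells counted in the well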;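 note: U2OS osteosarcoma cells stably expressing GPR55 and beta-arrestin-GFP; plate controls were DMSO negative control for no effect and LPI positive control for full effect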
GPR35 antagonists = inhibition of zaprinast-stimulated GPR35 beta-arrestin translocation – imaging, U2OS, beta-arrestin-GFP, zaprinast agonist, primary screen (AID 2058); inhibition, % at 10 µM; hits with a dose series show IC50 in µM; 290,000 compounds, 0.052% hits; U2OS GPR35 beta-arrestin-GFP translocation imaging, zaprinast antagonism; higher % means a stronger effect;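 active = inhibition of at least 50% with at least 30 cells and total cytoplasm GFP at most 10,000,000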
HIV peptide binding = inhibitors of HIV fusion peptide binding, primary screen, biochemical, uHTS, fluorescence dequenching (AID 1986). cell-free peptide binding, fluorescence dequenching, 30 min; higher % means a stronger effect. 290,000 compounds, 0.3% hits. inhibition, % at 20 µM, or IC50 in µM where a hit was titrated; in the data active = inhibition mostly above about 52%, no sharp cut-off; inactive = mostly below about 76%; note: some results filed as inactive read as strong as hits
KOR beta-arrestin-2 = KOR antagonists, beta-arrestin recruitment, cell-based, luminescence, uHTS (AID 1778); KOR beta-arrestin recruitment, luminescence, antagonist mode; higher % means a stronger effect; one-dose inhibition, % at 10 µM; IC50 in µM for titrated hits; 290,000 compounds, 0.091% hits; in the data active = inhibition above about 50%; note: strong numbers were not always called active
West Nile antiviral = West Nile virus antiviral activity, cell-based, CPE readout (AID 1621). 290,000 compounds, 0.02% hits. CPE inhibition, % at 10 µM; hits with a dose series show IC50 in µM. West Nile virus-infected cells, CPE inhibition; higher % means a stronger effect; in the data active = a potency from the dose series; note: strong numbers were not always called active
Dengue-2 NS5 capping = Dengue-2 NS5 methyltransferase inhibitors, primary screen, biochemical, confirmation dose response (AID 588689); Dengue-2 NS5 methyltransferase capping enzyme assay, biochemical; higher % means a stronger effect; inhibition, % at 25 µM, or IC50 in µM where a hit was titrated; 340,000 compounds, 0.3% hits; in the data active = a potency from the dose series
Dengue-2 NS5 capping pilot replicate = second read-out of Dengue-2 NS5 capping, no call of its own (marks repeat the call); inhibition, %; measured here: pilot screen replicate inhibition
* marks the source's active call; other numbers are inactive results; x = not tested or not shown; [ ] = another dose, or the depositor's remark. These rows are one share of the data; count on the stated rates, not on these rows.

SMILES	KOR beta-arrestin-1	GPR55 LPI antagonism	NOD1 NF-kB reporter	GPR55 activation	GPR35 antagonists	HIV peptide binding	KOR beta-arrestin-2	West Nile antiviral	Dengue-2 NS5 capping	others
COc1ccc(OC)c(N/C=C/C(=O)c2ccc(OC)c(OC)c2)c1	7.3%	16%	-25%	-0.1%	4%	-1.5%	-16%[20 µM]	-0.6%	1%
CCOC(=O)N1CCN(C(=O)c2cccc(OC)c2O)CC1	-3.1%	4%	-1%	-0.2%	7%	-0.9%	-7%	0.5%	14%	Dengue-2 NS5 capping pilot replicate=-5.8
OCCC1CN(Cc2ccc3ncccc3c2)CCN1Cc1ccccc1 (stereo unspecified)	-5.0%	5%	-35%	0.1%	3%	-1.1%	7%	-0.5%	-2%
Cc1[nH]nc2c1C1(C(=O)N(Cc3ccc(Cl)cc3)c3ccccc31)C(C#N)=C(N)O2 (stereo unspecified)	-1.5%	-6%	-14%	-0.1%	-12%	-0.8%	15%	-0.2%	-1%
Cc1nn(C)cc1CNC(=O)c1cccc(Cl)c1	-2.5%	1%	-14%	-0.1%	1%	-2.0%	12%	-0.1%	-10%
Cc1cc(NC(=O)CSc2ccc3nnc(-c4cccnc4)n3n2)no1	-4.5%	4%	-1%	-0.1%	38%	-3.4%	-11%	0.4%	-4%
Cc1nc(SCC(=O)Nc2ccccc2C(F)(F)F)c(C#N)c(C)c1CC(=O)c1ccc(Br)cc1	0.1%	7%	-108%	0.0%	5%	0.4%	-73%	1.4%	x
CCOc1ccccc1NC1c2ccccc2C(=O)N1c1ccc(C)cn1 (stereo unspecified)	-0.1%	8%	-5%	-0.1%	-18%	-0.3%	11%	-0.3%	-1%
Cc1nc2ccccc2c(=O)n1/N=C/c1ccc(O)cc1	6.8%	2%	-36%	-0.2%	2%	-0.1%	3%	0.5%	-2%
COc1ccc(S(=O)(=O)c2c(O)c3ccc(C(=O)Nc4ccc(F)cc4F)cc3[nH]c2=O)cc1	-1.6%	-14%	-10%	-0.1%	2%	6.1%	-30%	0.8%	-5%
C#CCOCCOCCOCCNc1nc(N2CCN(C(=O)[C@H]([C@@H](C)CC)n3cc([C@@H](N)CC(C)C)nn3)CC2)nc(N2CCN(C(=O)[C@H](CCCCN)n3cc([C@@H](N)CC(C)C)nn3)CC2)n1	1.7%	15%	-24%	-0.2%	-5%	0.0%	-8%	0.2%	-3%
O=C(COc1ccc2c(-c3ccccc3)cc(=O)oc2c1)NCc1cccs1	1.6%	8%	-25%	-0.1%	-3%	-1.8%	12%	-0.2%	-2%
COc1ccccc1NC(=O)C(C)N1CCN(C/C=C/c2ccccc2)CC1 (stereo unspecified)	-1.5%	-1%	-10%	-0.3%	8%	2.4%	-8%	-0.5%	-2%
Cc1noc(C)c1C(=O)Nc1sc2c(c1C(N)=O)CCC2	-3.5%	8%	-7%	-0.1%	17%	0.1%	-11%	-0.5%	-6%
CCOC(=O)C1CCN(C(=O)C(=O)Nc2ccc3nc4n(c(=O)c3c2)CCCCC4)CC1	-0.8%	-2%	-24%	1.7%	-10%	1.4%	-3%[20 µM]	-1.2%	-1%
CC1CC(C)CN(C(=O)Cn2nnc(-c3ccc(Br)cc3)n2)C1 (stereo unspecified)	-2.2%	-2%	-2%	0.5%	16%	-1.9%	1%	-0.8%	1%
COc1ccc(CNC(=O)C2CSC(=O)C2)cc1 (stereo unspecified)	-1.1%	12%	3%	-0.1%	-3%	0.4%	-14%	0.3%	-7%
CCOc1ccc(N=C2NC(=O)C(CC(=O)Nc3ccccc3)S2)cc1 (stereo unspecified)	1.8%	-2%	-22%	-0.2%	3%	1.3%	11%	-0.4%	-6%
CCC(=O)NC(=S)Nc1ccc(-c2nc3ccc(C)cc3s2)cc1	-3.5%	-4%	-20%	-0.2%	-8%	0.8%	4%	-0.9%	-2%
O=c1oc2c(O)cccc2cc1-c1nc2ccccc2[nH]1	-2.6%	7%	-11%	-0.2%	-20%	14%	-12%	-0.8%	26%
CCOC(=O)/C(=N\Nc1ccc(Br)cc1)N1CC(C)OC(C)C1 (stereo unspecified)	-4.8%	9%	-7%	-0.1%	13%	-3.5%	33%	0.1%	16%
O=C(Nc1cccnc1Cl)C1=NN(c2ccccc2)C(=O)CC1	2.1%	-23%	-1%	-0.2%	-3%	-0.4%	-26%	1.3%	0%
O=C(c1cnccn1)N(c1ccccc1)C1(C(=O)NC2CCCC2)CCCCC1	4.7%	0%	-6%	0.0%	25%	-1.6%	-20%	x	-9%
O=C(O)c1ccc2c3c(cccc13)C(=O)N(OS(=O)(=O)c1ccccc1)C2=O	x	12%	-13%	-0.1%	14%	0.0%	-22%[20 µM]	0.0%	x
Cc1nc(Cl)c(N=Cc2cccc([N+](=O)[O-])c2)c(Cl)n1	2.7%	-5%	12%	0.2%	-2%	-0.3%	2%	-0.3%	-2%
COCCN(C(=O)COC(=O)CC1CCCCC1)c1c(N)n(Cc2ccccc2)c(=O)[nH]c1=O	0.2%	19%	-19%	-0.1%	1%	-1.4%	22%	-0.3%	-1%
CN1CCN(S(=O)(=O)c2ccc(NC(=S)NC(=O)C3CCCCC3)cc2)CC1	-3.0%	7%	6%	-0.2%	2%	-2.6%	-10%	-0.4%	-4%
CCCCC1C(=O)CC[C@H]2[C@@H]1CC(=O)[C@@H]2C/C=C\CCCC(=O)O (stereo partly specified)	3.6%	4%	-19%	-0.1%	-18%	7.0%	-12%	0.5%	0%
S=c1nc(C2CC2)[nH]c2ccccc12	0.1%	-2%	x	0.2%	-7%	3.9%	27%	0.3%	-3%
CC(=O)Nc1ccc2c(c1)CCC2=O	-2.2%	0%	-15%	0.3%	1%	-0.6%	23%	-0.2%	-2%
COc1ccc(OC)c(-c2csc(NC(=O)CSc3ccc(Br)cc3)n2)c1	0.1%	2%	-20%	-0.1%	-6%	-2.3%	11%	-0.7%	3%
CCCCCCCSc1nsc(N)n1	-4.9%	11%	4%	0.1%	-3%	2.6%	18%	0.2%	-7%
COc1cccc(NC(=O)N2CCN(c3cccc(C)c3C)CC2)c1	-0.5%	-2%	x	-0.2%	-2%	0.3%	16%	-0.7%	0%
CCOc1ccccc1N1CCN(C(=O)CNC(=O)c2ccc(OC)c(OC)c2)CC1	0.6%	-5%	-23%	x	-6%	-0.5%	-33%	-0.6%	3%
CN1CCN(c2ccc([N+](=O)[O-])cc2C(=O)N2CCCCC2)CC1	0.6%	2%	-18%	-0.2%	-3%	0.2%	7%	-0.6%	-10%
CCCC(=O)OC1CCS(=O)(=O)c2sccc21 (stereo unspecified)	-7.6%	1%	-20%	-0.1%	-6%	2.4%	-19%[20 µM]	0.9%	-3%
Cc1ccnc(N2CCC(C(=O)NCc3ccc4c(c3)OCO4)CC2)n1	-4.5%	1%	5%	0.3%	-8%	-0.7%	-6%	-0.4%	11%
COc1ccc(/C=C/C(=O)NC(=S)NNC(=O)c2cccnc2)cc1	-1.3%	-7%	-3%	-0.6%	13%	3.1%	4%	-1.3%	-3%
Cc1nn(Cc2ccccc2Cl)c(C)c1NC(=O)c1ccn(C)n1	-0.6%	5%	-24%	-0.2%	3%	-1.4%	-9%	-0.5%	-9%
COc1ccccc1C(=O)Nc1cc2c(cc1C(=O)O)OCCCO2	3.3%	6%	-11%	0.1%	-14%	2.5%	-4%	-0.2%	2%
O=C(CN1c2ccccc2S(=O)(=O)c2ccccc21)NCc1ccc(F)cc1	0.3%	-18%	-3%	0.0%	-2%	-1.6%	-38%	-0.1%	-9%
COc1ccc(N2CCN(C(=O)c3cc(=O)c4cc(C)c(C)cc4o3)CC2)cc1	-2.4%	4%	-10%	0.6%	1%	0.3%	1%	-1.2%	-10%
CN(C)/C=C1\C=C(c2ccccc2)OC1=O	-1.1%	-3%	1%	0.2%	10%	2.1%	-1%	-0.1%	-4%
Clc1cccc(-c2sc(Nc3ccccc3)n[n+]2-c2ccccc2)c1Cl	2.9%	19%	46%	1.2%	-4%	1.2%	-53%[20 µM]	-0.9%	-16%
OCC[C@@H]1C[C@@H](O)[C@H](O)[C@]2(CCCc3ccccc3O2)O1	-4.7%	6%	17%	1.2%	-6%	-1.1%	-12%[20 µM]	0.3%	-8%
O=C(CCN1CCN(Cc2ccccc2)CC1)NNC(=O)Nc1cccc(Cl)c1	3.5%	-18%	-4%	0.0%	-4%	-1.8%	10%	-0.6%	-9%
COC(=O)CSc1nnc(CNc2nc(-c3ccccc3)cs2)n1C	0.4%	1%	-20%	0.4%	2%	2.2%	-29%	-0.4%	0%
Cc1ccc(C(=O)Nc2nc3ccc(S(C)(=O)=O)cc3s2)cc1C	-2.7%	15%	6%	-0.1%	9%	0.6%	22%	-0.5%	-1%
Nc1cc(C(F)(F)F)ccc1C(=O)O	3.5%	7%	-29%	0.4%	-3%	-0.6%	-17%	0.4%	-4%
O=C(Nc1ccc(F)cc1F)c1cc(-c2ccc3c(c2)OCO3)on1	3.5%	13%	-69%	0.3%	9%	0.9%	-22%	0.1%	-8%
Cc1nc2c(=O)n(C)c(=O)[nH]c2n1Cc1ccccc1	-1.9%	3%	-8%	0.0%	6%	1.1%	-1%	0.4%	3%
COc1cc(CCN2C(=O)N[C@@H](c3cccc(C(F)(F)F)c3)C(C(C)=O)=C2C)cc(OC)c1OC	-0.4%	2%	-24%	0.1%	5%	1.8%	7%	x	x
O=C(c1ccccc1)N1CCC(CC2CC(c3cccc(Br)c3)=NO2)(C(=O)NCC2CCCCC2)CC1 (stereo unspecified)	-1.6%	5%	-19%	-0.2%	1%	0.4%	-3%[20 µM]	-1.7%	-7%
Cc1cc(C)cc(OCC(=O)Nc2ccncc2)c1	1.5%	-11%	30%	0.5%	-15%	0.5%	-47%[20 µM]	-0.4%	-9%	Dengue-2 NS5 capping pilot replicate=-6.4
O=[N+]([O-])c1cc(C(F)(F)F)cc([N+](=O)[O-])c1N1CCN(S(=O)(=O)c2ccccc2)CC1	7.5%	53%	-32%	-0.3%	-18%	-2.5%	17%	0.3%	1%
CC(C)(C)c1cc(CN2CCCCC2)cc(C(C)(C)C)c1O	-0.3%	6%	5%	-0.1%	3%	-0.3%	-7%	0.8%	x
O=[N+]([O-])c1ccc(N2CCSCC2)cc1O	-4.9%	1%	-1%	-0.2%	6%	-2.8%	-9%	0.2%	5%

2 entries picked at random from the list so far, as already listed:
SMILES	KOR beta-arrestin-1	GPR55 LPI antagonism	NOD1 NF-kB reporter	GPR55 activation	GPR35 antagonists	HIV peptide binding	KOR beta-arrestin-2	West Nile antiviral	Dengue-2 NS5 capping	others
O=C(Nc1ccc(F)cc1F)c1cc(-c2ccc3c(c2)OCO3)on1	3.5%	13%	-69%	0.3%	9%	0.9%	-22%	0.1%	-8%
O=[N+]([O-])c1ccc(N2CCSCC2)cc1O	-4.9%	1%	-1%	-0.2%	6%	-2.8%	-9%	0.2%	5%

Assay outcomes (PubChem)
